Screens as filed in PubChem.
SENP8 block-1 – SENP8 (human) protease inhibition; AID 602440; Q96LD8; inhibition, % at 20 µM; recombinant SENP8, Nedd8 substrate fluorescence; actives 0.64% (n = 360,000); in the data active means inhibition mostly above about 40%, no sharp cut-off; inactive means mostly below about 27%
NLRP3 yeast inh – blocks the NALP3 inflammasome reconstituted in yeast. Yeast reconstituted NLRP3/ASC/caspase-1, beta-gal luminescence, 24 h. inhibition, % at 10 µM. actives 0.39% (n = 330,000);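 active means inhibition of 50% or more; inactive means inhibition below 50%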;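 further: plate controls were induced DMSO wells for no effect and uninduced yeast grown without galactose for full effect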
SENP7 block – inhibitors of human SENP7 protease; Q9BQF6; recombinant SENP7, Z-RLRGG-aminoluciferin luminescence, 40 min; inhibition, % at 5 µM; actives 1.5% (n = 330,000);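 active means inhibition above about 50% at the single test dose, limit read from the data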;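 further: plate controls were DMSO with enzyme for no effect and no enzyme buffer wells for full effect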
Apaf1 inhib – blocks human Apaf-1 apoptosome activity | actives 0.71% (n = 330,000) | O14727 | inhibition, % at 20 µM | reconstituted apoptosome caspase-3 activity, DEVD-Rh110 fluorescence; active means inhibition of at least 40% at 20 µM;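 further: plate controls were DMSO wells for no effect and DEVD-CHO caspase inhibitor wells for full effect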
Target sequence (O14727 whole entry, looked up): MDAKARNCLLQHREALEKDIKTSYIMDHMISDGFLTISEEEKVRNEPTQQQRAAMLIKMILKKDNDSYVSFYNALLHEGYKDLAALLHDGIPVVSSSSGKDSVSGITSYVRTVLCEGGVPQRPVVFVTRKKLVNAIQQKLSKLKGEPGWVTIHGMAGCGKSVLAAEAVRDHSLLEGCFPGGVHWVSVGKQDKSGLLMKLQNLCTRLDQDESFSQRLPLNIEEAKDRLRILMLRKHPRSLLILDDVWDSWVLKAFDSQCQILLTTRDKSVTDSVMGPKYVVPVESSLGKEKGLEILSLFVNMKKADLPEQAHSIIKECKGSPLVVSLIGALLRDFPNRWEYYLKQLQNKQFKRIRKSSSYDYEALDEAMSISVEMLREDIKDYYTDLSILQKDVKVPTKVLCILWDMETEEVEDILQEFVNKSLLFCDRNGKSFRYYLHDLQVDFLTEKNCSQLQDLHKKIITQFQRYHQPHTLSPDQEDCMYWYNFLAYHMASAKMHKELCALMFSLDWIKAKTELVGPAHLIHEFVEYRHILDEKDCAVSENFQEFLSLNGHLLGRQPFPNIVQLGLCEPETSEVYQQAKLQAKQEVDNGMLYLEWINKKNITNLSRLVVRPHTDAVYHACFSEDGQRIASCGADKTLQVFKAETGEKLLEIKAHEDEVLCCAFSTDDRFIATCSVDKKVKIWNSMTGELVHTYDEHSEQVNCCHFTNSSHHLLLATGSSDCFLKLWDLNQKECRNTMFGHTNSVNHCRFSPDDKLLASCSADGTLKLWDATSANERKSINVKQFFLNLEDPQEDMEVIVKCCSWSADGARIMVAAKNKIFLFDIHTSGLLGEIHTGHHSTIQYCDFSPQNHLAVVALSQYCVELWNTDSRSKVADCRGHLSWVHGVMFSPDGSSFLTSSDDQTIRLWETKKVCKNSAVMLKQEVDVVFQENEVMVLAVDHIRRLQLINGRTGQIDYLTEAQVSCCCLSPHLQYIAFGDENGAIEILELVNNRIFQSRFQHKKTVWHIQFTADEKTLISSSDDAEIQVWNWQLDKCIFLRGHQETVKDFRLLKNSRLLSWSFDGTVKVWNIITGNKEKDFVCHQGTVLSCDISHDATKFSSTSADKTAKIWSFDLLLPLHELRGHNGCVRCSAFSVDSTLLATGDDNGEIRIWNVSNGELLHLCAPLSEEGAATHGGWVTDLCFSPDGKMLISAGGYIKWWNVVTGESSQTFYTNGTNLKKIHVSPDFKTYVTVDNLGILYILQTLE
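Material: reconstituted apoptosome with Apaf-1, cytochrome c, caspase-9, procaspase-3, dATP; medium: pH 7.5 Hepes buffer with CHAPS, BSA, DTT; also added: cytochrome c and DEVD-Rh110 substrate; timing: 30 min plus 50 min, RT; signal: Rh110 fluorescence intensity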
SENP1 FRET inh – SENP1 (human) catalytic domain inhibition. inhibition, % at 10 µM. recombinant SENP1 catalytic domain, CyPet-SUMO1-YPet FRET cleavage. actives 0.21% (n = 360,000). Q9P0U3;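 active means inhibition at least 30% at 10 µM, raw YFP signal under a set limit, fluorescence ratio 0.5 to 1.5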;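 further: 0% = enzyme with DMSO and 100% = no enzyme wells; some results filed as inactive read as strong as hits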
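Controls: no-enzyme wells low, DMSO-plus-enzyme wells high control. Test system: human recombinant His6-tagged SENP1 catalytic domain enzyme. Reagent: SFCypet-SUMO1-SFYpet FRET protein substrate, 25 nM final. Doses: one dose per compound, 10 µM, 0.5% DMSO. Detection: FRET, CFP and YFP emission. Timing: 50 min reaction at room temperature.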
HKDC1 inhibitor – HKDC1 (human) hexokinase inhibition. recombinant HKDC1, G6PDH/diaphorase resazurin coupled fluorescence. AID 493160. actives 0.16% (n = 340,000). inhibition, % at 20 µM. Q2TB90;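 active means inhibition above about 35% when tested at 20 µM, limit read from the data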;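 further: plate controls were DMSO wells with enzyme for no effect and DMSO wells lacking enzyme for full effect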
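Test system: HK5 enzyme. Quantity: 5 µg/mL HK5 final. Reagent: glucose and ATP substrates. Schedule: 90 min reaction incubation at room temperature, dark. Technique: resazurin-to-resorufin fluorescence via G6PDH and diaphorase coupling, 525/613 nm. Control set: DMSO wells with and without enzyme mix.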
SENP6 block – blocks the human protease SENP6; actives 1.8% (n = 330,000); inhibition, % at 10 µM; Q9GZR1; Recombinant SENP6 catalytic domain, aminoluciferin luminescence;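 active means inhibition above about 50% at the single tested dose, limit read from the data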;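 further: plate controls were DMSO wells with enzyme for no effect and DMSO wells lacking enzyme for full effect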
SENP8 block-2 – blocks the human protease SENP8; actives 1.2% (n = 330,000); inhibition, % at 10 µM; purified SENP8, Z-RLRGG-aminoluciferin cleavage, luminescence; Q96LD8; AID 2540; in the data active means inhibition above about 50%
PfG6PD inh – PfG6PD (Plasmodium falciparum) enzyme inhibition; PfGluPho enzyme, NADPH resazurin-diaphorase fluorescence; inhibition, % at 20 µM; actives 0.78% (n = 350,000);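 active means inhibition reaching at least a set limit at 20 µM in the primary screen, cut at about 59% in these data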;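 further: 0% = DMSO wells with substrate and 100% = DMSO wells lacking glucose-6-phosphate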
Numbers without * were called inactive; nt = not tested or not shown. Random draw from the library; 4.1% or so of the library scored in one or more.

SMILES	SENP8 block-1	NLRP3 yeast inh	SENP7 block	Apaf1 inhib	SENP1 FRET inh	HKDC1 inhibitor	SENP6 block	SENP8 block-2	PfG6PD inh
NC(=O)NOCc1ncc(C(F)(F)F)cc1Cl	5.0	20.3	-1.0	4.6	-0.8	-7.1	-56.0	2.8	-5.4
CC(C)N(C=O)C1(C(=O)NC2CCCCC2)CCCCC1	24.6	7.9	6.8	-10.1	0.9	2.0	12.8	-2.8	10.3
O=C(CSc1ccc2ccccc2c1)Nc1ccncc1	5.5	23.1	4.6	-2.1	-0.1	3.1	5.9	-5.8	-1.7
CC(C)CNc1oc(-c2ccco2)nc1C#N	-274.8	32.9	5.2	6.5	-3.6	-3.5	-7.2	-2.7	7.7
O=[N+]([O-])c1ccc(CNc2ccc(F)cc2)s1	37.6	10.5	10.3	3.8	0.4	-3.7	11.5	2.7	26.5
CCC(CC)C(=O)OCC(=O)Nc1cc(OC)c([N+](=O)[O-])cc1C	22.8	16.5	10.0	11.1	0.2	6.8	6.8	-5.9	4.8
CCc1cccc(OCCCCN(CC)CC)c1	27.6	16.4	-4.8	-3.4	1.2	3.1	1.4	5.7	-17.2
C=CCNc1nc2ccccc2nc1NS(=O)(=O)c1ccc(OC)cc1	-294.9	6.2	5.0	6.0	-35.7	2.8	11.0	1.5	-12.0
Cc1cc(/C=C(/C#N)c2nc3ccccc3[nH]2)c(C)n1-c1cc(C(=O)O)cc(C(=O)O)c1	-234.7	5.4	3.6	18.3	-28.6	1.4	1.7	-0.8	-2.5
COc1ccccc1-c1coc2c(CN3CCOCC3)c(O)ccc2c1=O	-430.2	6.9	-4.0	7.5	-0.9	5.0	4.7	-1.8	-18.6
Cc1ccc(S(=O)(=O)N(c2nc(N(C)C)nc(N(C)C)n2)n2cnnc2)cc1	25.1	3.1	14.2	0.1	2.9	-10.8	-55.8	-1.2	-2.9
CCOc1ccc(NC(=S)NCCCn2ccnc2)cc1	9.9	6.4	3.4	-9.1	1.1	-0.3	2.0	2.8	-12.6
COC(=O)c1c(-c2ccc(C)cc2)csc1NC(=O)c1c(-c2ccccc2)noc1C	nt	4.9	-1.7	7.1	nt	nt	-8.8	-1.4	nt
Cc1ccc(OCCC(=O)OCC(=O)Nc2ccc(F)cc2)cc1	-1.2	10.3	1.6	-1.1	3.5	-2.7	2.2	1.5	-5.0
Cc1ccc(NC(=O)C2CCCN2S(=O)(=O)c2ccc3c(c2)n(C)c(=O)c(=O)n3C)c(C)c1 (stereo not given)	-27.0	-2.9	-8.0	6.7	-4.6	-2.9	-20.5	-6.5	9.2
Cc1ccc(Oc2ccc(OCC(=O)NC(CC(C)C)C(=O)O)cc2)cc1 (stereo not given)	19.1	3.1	-1.1	-3.8	1.1	3.9	12.3	3.5	-0.3
Cc1cc(NC(=O)CSc2nnc(-c3ccncc3)n2-c2ccc(F)cc2)no1	-23.3	8.5	-2.7	-0.3	-9.1	-3.7	1.8	-12.6	7.8
O=C(CSc1nnc(-c2ccco2)o1)N1CCN(c2ccccc2)CC1	12.0	18.1	-3.0	-0.6	0.5	-11.9	1.2	-8.9	2.1
COC(=O)c1ccccc1N=Nc1c(C)[nH][nH]c1=O	39.2	7.8	-2.6	-12.2	1.8	-3.1	-3.6	2.0	0.0
CC(=O)c1cccc(NC(=O)c2cnn3ccccc23)c1	16.4	7.0	40.8	-10.3	1.1	-2.8	56.6*	43.5	31.1

Part of the list above, limited to SENP6 block, SENP1 FRET inh and HKDC1 inhibitor:
Structure	SENP6 block	SENP1 FRET inh	HKDC1 inhibitor
Cc1ccc(S(=O)(=O)N(c2nc(N(C)C)nc(N(C)C)n2)n2cnnc2)cc1	-55.8	2.9	-10.8
CCOc1ccc(NC(=S)NCCCn2ccnc2)cc1	2.0	1.1	-0.3

Remaining list, next part.
SMILES	SENP8 block-1	NLRP3 yeast inh	SENP7 block	Apaf1 inhib	SENP1 FRET inh	HKDC1 inhibitor	SENP6 block	SENP8 block-2	PfG6PD inh
CCOc1ccccc1OCCCC(=O)OCC(=O)Nc1cccc(Cl)c1	11.0	8.1	0.2	7.2	0.9	1.1	2.3	3.5	2.1
CCc1nc2ccccc2n1CC(=O)OCC(=O)N(CC(C)C)c1c(N)n(Cc2ccccc2)c(=O)[nH]c1=O	6.1	10.1	-0.1	1.5	-1.7	-4.5	-4.5	2.6	-10.3
Cc1ccc(Nc2ncnc3sc(C)c(C)c23)cc1	-2.4	40.9	-1.7	8.4	-0.1	2.4	-21.9	-3.3	-0.3
O=C(N[C@@H]1C/C=C\C[C@H](CC(=O)N(CCO)Cc2ccccc2)C(=O)N[C@@H](Cc2c[nH]c3ccccc23)COC1=O)OCC1c2ccccc2-c2ccccc21	-32.3	16.7	14.0	19.7	-9.5	-6.9	21.7	-4.0	22.2
CCOc1ccc(S(=O)(=O)NCCC(=O)N2CCN(c3ccc(OC)cc3)CC2)cc1	4.9	22.8	0.5	5.9	-1.6	-9.4	-15.8	0.2	-2.7
CCOC(=O)Cn1nc(C)n(-c2ccc(C)cc2)c1=O	5.4	12.9	101.1*	1.2	-0.1	-5.0	-3.0	7.0	-9.0
Cn1c(Cn2nnc3ccccc32)nnc1SCC(=O)NCc1ccc2c(c1)OCO2	10.7	nt	nt	nt	1.4	11.0	nt	nt	3.5
O=C(O)CCCNC(=O)CCCNC(=O)C(c1ccccc1)c1ccccc1	3.8	11.1	5.1	-1.1	1.8	-2.1	4.0	2.5	-16.6
CCN(Cc1ccccc1)C(=O)CCS(=O)(=O)c1ccc2c(c1)oc(=O)n2C	13.5	-5.2	8.5	3.4	1.5	3.1	13.7	-1.9	-20.3
Fc1ccccc1CSc1ncn[nH]1	7.6	3.6	2.9	2.3	3.2	-4.6	3.6	-1.2	-2.5

4 of the compounds above, in CSV form:
SMILES,SENP8 block-1,NLRP3 yeast inh,SENP7 block,Apaf1 inhib,SENP1 FRET inh,HKDC1 inhibitor,SENP6 block,SENP8 block-2,PfG6PD inh
Cn1c(Cn2nnc3ccccc32)nnc1SCC(=O)NCc1ccc2c(c1)OCO2,10.7,nt,nt,nt,1.4,11.0,nt,nt,3.5
O=C(O)CCCNC(=O)CCCNC(=O)C(c1ccccc1)c1ccccc1,3.8,11.1,5.1,-1.1,1.8,-2.1,4.0,2.5,-16.6
CCN(Cc1ccccc1)C(=O)CCS(=O)(=O)c1ccc2c(c1)oc(=O)n2C,13.5,-5.2,8.5,3.4,1.5,3.1,13.7,-1.9,-20.3
Fc1ccccc1CSc1ncn[nH]1,7.6,3.6,2.9,2.3,3.2,-4.6,3.6,-1.2,-2.5

Structures listed so far that bear a hit mark in SENP6 block:
SMILES	NLRP3 yeast inh	SENP7 block	SENP1 FRET inh	HKDC1 inhibitor	SENP6 block	PfG6PD inh
CC(=O)c1cccc(NC(=O)c2cnn3ccccc23)c1	7.0	40.8	1.1	-2.8	56.6*	31.1

The list continues.
SMILES	SENP8 block-1	NLRP3 yeast inh	SENP7 block	Apaf1 inhib	SENP1 FRET inh	HKDC1 inhibitor	SENP6 block	SENP8 block-2	PfG6PD inh
CC(C)(C)c1ccc(/C=C/C(=O)NCCCn2ccnc2)cc1	21.4	12.2	2.9	3.2	1.0	-0.2	-66.1	1.7	-6.6
Cc1ccc(NC(=O)CCc2c(C)nn(-c3ccc(N4CCOCC4)nn3)c2C)cc1	-34.3	6.4	4.8	10.4	1.0	-5.4	4.3	2.1	-6.4
Cc1cccn2c(=O)c3cc(C(=O)NCCC4=CCCCC4)n(C)c3nc12	-374.6	8.6	-0.8	7.0	-74.8	-6.4	-11.8	2.8	4.5
Cn1nc(C(=O)Nc2ccc(-n3cnnn3)cc2)c2ccccc2c1=O	7.3	4.9	-8.9	-7.6	1.0	1.5	-8.8	-5.3	2.2
c1ccc(NC2=NCCN2CC2CCCCCC2)cc1	12.2	19.3	0.2	-12.3	2.4	-0.8	-15.4	-0.8	1.1
CC(=O)N1CCc2cc(S(=O)(=O)NCCC(=O)NCCc3ccccc3)ccc21	12.0	12.6	-6.4	4.9	1.6	-4.7	-8.8	1.5	-15.9
O=C1c2cccnc2C(Nc2ccc(S(=O)(=O)N3CCCCC3)cc2)N1Cc1ccccc1 (stereo not given)	7.1	-3.3	-3.0	-2.1	-0.5	-0.1	-6.5	2.4	5.5
COc1ccc(S(=O)(=O)N(C)C)cc1NCC(=O)Nc1ccc(Br)c(C)c1	7.7	0.5	4.0	4.9	-0.5	1.1	3.4	2.6	6.0
C=CCn1c(SCC(=O)c2ccc(Cl)cc2)nnc1-c1ccc2c(c1)OCO2	18.4	9.2	-6.5	9.5	0.1	-8.6	-14.7	-11.1	14.5
O=C(COC(=O)c1cccs1)NCc1ccccc1	6.3	11.5	-1.5	-1.1	-0.8	-9.3	-35.4	-8.8	-17.1
Oc1ccc(/C=N/Nc2ccccc2)cc1	-6.3	5.7	9.5	-5.4	-2.7	16.3	-12.9	0.7	21.8
C=CCOc1ccc(CN(C)C(=O)CNC(=O)c2ccc(-c3ccccc3)cc2)cc1	11.6	20.4	-0.4	10.0	-0.5	-4.8	-28.0	-12.6	1.3
COc1ccccc1CNC(=O)CN1C(=O)COc2ccc(S(=O)(=O)N3CCCCC3)cc21	-1.5	7.4	-0.8	9.2	-0.8	1.1	-3.6	9.9	-0.9
COc1cccc(OCC(O)CNC(C)c2ccccc2)c1 (stereo not given)	24.6	19.0	2.5	2.8	1.6	-1.7	4.3	3.8	-4.1
COc1ccc(C(CNC(=O)CNS(=O)(=O)c2ccc(NC(C)=O)cc2)N2CCOCC2)cc1 (stereo not given)	6.0	16.9	-2.6	2.6	-1.7	-3.0	-5.7	3.8	-16.1
COc1cccc(-n2cnc3sc4c(c3c2=O)CCC4)c1	7.1	10.8	7.3	2.2	1.9	-6.8	-1.5	0.4	7.1
CCOC(=O)C1C(=O)C=C(C)C(C(=O)OCC)C1c1cccc([N+](=O)[O-])c1 (stereo not given)	33.5	4.2	-10.7	3.4	-0.1	-8.5	13.1	-6.2	-9.6
Cc1ccc(C(=O)N/C(=C\c2ccc3c(c2)OCO3)C(=O)N2CCOCC2)cc1	-17.0	5.2	-6.3	-14.6	-0.4	-2.3	-7.8	-8.6	-6.9
CCOC(=O)CSc1nnc(NC(=O)c2cc([N+](=O)[O-])cc([N+](=O)[O-])c2)s1	23.7	-7.2	1.1	13.4	3.5	2.9	6.0	-2.1	19.0
O=C(CN1CCN(c2cccc(Cl)c2)CC1)NCc1ccccc1	8.7	-3.8	-5.3	-5.0	0.0	-1.9	-5.6	-1.7	-4.1
C#CC1(NC(=O)NCCCC)CCCCC1	3.9	-4.3	-1.2	-17.0	1.7	-10.3	-6.3	1.3	15.6
Cc1ncc(CN2CCCC(C(=O)Nc3ccc(-c4ccco4)cc3)C2)n1C (stereo not given)	-8.4	4.4	-0.6	17.9	-1.1	0.4	-10.9	6.9	5.1
C=CCOc1ccc(C2=NOC(C(=O)Nc3ccc4c(c3)OCCO4)C2)cc1OC (stereo not given)	10.9	25.9	-9.7	4.5	1.8	-1.5	14.3	6.8	2.0
